# TGFb inhibitor – qHTS for Inhibitors of TGF-b | HepG2 CAGA-GFP TGF-b/SMAD3 reporter, GFP fluorescence, 18 h; TGF-beta stimulated, 500 pg/mL final | Potency, µM (highest dose often 46.1 µM), for the others: at the highest dose activity, negative = inhibition, most hits filed as inhibitors | 410,000 tested, 1.2% active; further: potency means the concentration at half of the fitted maximal effect; on the % scale 0 is the no-effect control and ±100 the full control effect; nearly all actives have a fitted effect of over 65% in size
#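 Read-out: total well GFP (ex488/em500-530) summed from mean per-cell fluorescence. Cells: HEPG2 CAGA-GFP, 1% FBS DMEM, 18 h at 37 degrees C with 500 pg/mL final TGF-beta. Unstimulated wells served as the full-inhibition control; stimulated DMSO wells = 0%.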
# Nrf2 activator – qHTS of Nrf2 Activators | AREc32 ARE-luciferase reporter (MCF7-derived line), luminescence, 24 h | Potency, µM (series often up to 46.1 µM), inactives show at the highest dose activation, most hits filed as activators | 410,000 tested, 0.31% active; further: potency means the concentration at half of the fitted maximal effect; % of control where 0% means no effect; nearly all actives have a fitted effect of over 65% in size
#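 AREc32_Fluc, 1000 cells/well, OPTI-MEM + 5% FBS, o/n 37 deg C 5% CO2; 23 nL cpd by pin tool, 24 hr; Steady-Glo 30 min RT, luminescence.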
# IL-1B inflam inh – qHTS for Inhibitors of Inflammasome Signaling: IL-1-beta AlphaLISA Primary Screen | THP-1 LPS/ATP IL-1B secretion, AlphaLISA, 16 h; stronger effect = lower value | activity change, % at 57.5 µM | 360,000 tested, 4.7% active | AID 743279, 2014; in the data active means activity change below about -50%; inconclusive means mostly about -30% to -49%; further: on the % scale 0 is the no-effect control and ±100 the full control effect
#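 Secreted IL-1B measured by AlphaLISA bead assay after 16 h compound exposure of THP-1 cells; compounds (final up to 57.5 uM) added 1 h before LPS (250 ng/mL) and ATP (1.25 mM) stimulation; lower signal means less secretion.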
# ATXN viability – Viability Counterscreen for Primary qHTS for Inhibitors of ATXN expression; S2 cells (HEK-293 line with an ATXN2-luciferase reporter) viability, CellTiter-Fluor protease fluorescence, 24 h; Potency, µM (series often up to 56.7 µM), hits mostly cytotoxic; 400,000 tested, 0.49% active; AID 651635, 2014; further: potency means the concentration at half of the fitted maximal effect; nearly all actives have a fitted effect of over 40% in size
# HepG2 tox – qHTS for Inhibitors of TGF-b: Cytotox Counterscreen; HepG2 CAGA-GFP viability, ATP luminescence, 18 h; 410,000 tested, 0.76% active; Potency, µM (series often up to 46.1 µM), without a hit: at the highest dose activity change, negative = cytotoxicity, actives largely listed as cytotoxic; further: potency means the concentration at half of the fitted maximal effect; some results filed as inactive show a strong effect at the top dose
#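 CellTiter-Glo luminescence gave cytotoxicity after 18 hours at 37 degrees C. The cells were HepG2 CAGA-GFP in 1% FBS DMEM, stimulated with 500 pg/mL TGF-beta after compound addition. %Activity was normalised to no-cell wells (complete cell-killing) and DMSO (no toxicity), and curves were fitted and classified.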
# A549 tox – Nrf2 qHTS screen for inhibitors: counterscreen for cytotoxicity | A549 ARE-Fluc cells, CellTiter-Fluor viability, 18-24 h | Potency, µM (doses to about 46 µM), inactives show at the highest dose activity change, negative = cytotoxicity, actives largely listed as inhibitors | 390,000 tested, 0.16% active | AID 504648, 2011; further: potency means the concentration at half of the fitted maximal effect; on the % scale 0 is the no-effect control and ±100 the full control effect
#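 A549 ARE_Fluc cells in 5% FBS OPTI-MEM were exposed to compounds in concentration-response for 18-24 h at 37 deg C. Viability was read by CellTiter-Fluor fluorescence (Ex 405/Em 525) after 30 min, before the luciferase read.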
# Nrf2 block – Nrf2 qHTS screen for inhibitors; A549 ARE-Fluc reporter, luciferase luminescence, 18-24 h; Potency, µM (doses to about 46 µM), for inactives: top-dose activity change, negative = inhibition, actives largely listed as inhibitors; 360,000 tested, 2.1% active; further: potency means the concentration at half of the fitted maximal effect; on the % scale 0 is the no-effect control and ±100 the full control effect; nearly all actives have a fitted effect of over 60% in size
#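 A549 ARE_Fluc cells, 5000/well, 5% FBS OPTI-MEM; compounds in dose-response, 18-24 h at 37 °C/5% CO2; CellTiter-Fluor viability read (Ex 405/Em 525), then BugLite luciferase luminescence = Nrf2 activity.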
# MCF10A rerep – A quantitative high throughput screen for small molecules that induce DNA re-replication in MCF 10a normal breast cells | 350,000 tested, 2.9% active | MCF 10A DNA re-replication, Hoechst nuclear intensity, 48 h | Potency, µM (titrated, usually from 46.1 µM), without a hit: top-dose activity, positive = re-replication, usual class: activators | AID 624296, 2012; further: potency means the concentration at half of the fitted maximal effect; % of control where 0% means no effect; nearly all actives have a fitted effect of over 50% in size
# ATXN2 expr inh – Primary qHTS for Inhibitors of ATXN expression; HEK-293 ATXN2-luciferase reporter, luminescence, 24 h; Potency, µM (doses to about 57 µM), for inactives: at the top dose activity change, negative = inhibition, hits mostly inhibitors; 360,000 tested, 0.72% active; AID 1745845, 2022; further: potency means the concentration at half of the fitted maximal effect; on the % scale 0 is the no-effect control and ±100 the full control effect; nearly all actives have a fitted effect of over 55% in size
#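 ATXN2-luciferase reporter cells (luciferase flanked by upstream and downstream ATXN2 gene portions) were treated 24 h at 37 °C with compounds at up to 57 uM. SteadyGlo luminescence gave expression; GF-AFC fluorescence gave viability.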
# Starred values were filed as active, the others as inactive; i = inactive; ? = inconclusive; / = not tested or not shown; [ ] = dose if it differs, or a comment. Unless noted, the call rests on the fitted dose curve; in most records, active means well fitted curve in the direction sought with a large enough effect; inconclusive means small, poorly fitted or top-dose-only effect, or another doubt; inactive means no such curve, though single readings can be large; an effect the other way counts as inactive or inconclusive. Hits appear at their usual frequency; 8.8% or so of the library scored in one or more.
SMILES,TGFb inhibitor,Nrf2 activator,IL-1B inflam inh,ATXN viability,HepG2 tox,A549 tox,Nrf2 block,MCF10A rerep,ATXN2 expr inh
O=C1CCc2cc(NS(=O)(=O)c3cc(F)ccc3F)cc3c2N1CC3,-2.5%,0.6%,6.9,i,3.8%,0.0%,-28.7%,9.3%,6.5%
COc1ccc(NC(=O)c2ccc(N3CCCC3=O)cc2)cc1Cl,-25.8%,0.3%,-6.3,?,14.1%,0.7%,?,3.2%,1.4%
CCc1c(Nc2ccccc2Cl)nc(N)[nH]c1=O,-2.9%,?,1.6,i,-8.7%,3.5%,?,?,21.8%
O=C(O)/C(=C\c1cn(-c2ccccc2)nc1-c1cccnc1)NC(=O)c1ccccc1,13.1%,0.1%,-0.3,i,-3.3%,-0.8%,4.9%,0.7%,0.4%
CC(C)N(CCn1c(SCC(=O)Nc2cccnc2Cl)nc2ccccc2c1=O)C(C)C,7.1%,0.2%,-21.7,?,-2.5%,-13.1%,-2.6%,15.3%,-11.2%
O=C(NCCc1ccccc1)c1ccc2c(c1)N(Cc1ccccc1)C(=O)c1ccccc1S2(=O)=O,/,6.4%,/,/,0.3%,-10.8%,5.3%,/,/
COc1ccc(NCc2ccccc2[N+](=O)[O-])cc1OC,6.2%,0.0%,-1.3,i,10.4%,-0.8%,?,?,-0.7%
COC(=O)[C@@]12CCCN1[C@H](c1ccc(-c3ccc(OC)cc3)cc1)[C@@H]1C(=O)N(C)C(=O)[C@@H]12,-11.8%,6.1%,7.0,i,-21.2%,-3.5%,-8.6%,1.4%,-7.8%
Cc1nc2ccccc2n1CC(=O)NC1CCCCCC1,-26.8%,0.5%,0.0,i,-6.0%,15.3%,-28.2%,-0.4%,/
COc1ccc(Cn2nnnc2C(CC(C)C)N2CCC(C(N)=O)CC2)cc1 (stereo unspecified),1.5%,7.3%,9.4,i,7.4%,-10.5%,-18.6%,0.6%,-9.9%
Cc1cc(C)cc(NC(=O)C2CCCN(c3ncccn3)C2)c1 (stereo unspecified),2.9%,2.1%,11.5,i,-14.6%,-12.5%,20.6%,8.3%,0.7%
CCOC(=O)c1c(CSC(=N)N)n(-c2ccccc2)c2cc(Br)c(OC(C)=O)cc12,?,0.4%,/,i,-160.6%,-12.9%,-1.7%,?,-35.5%
C=C(C)c1cccc(C(C)(C)NC(=O)NCC2COCCO2)c1 (stereo unspecified),-5.1%,-0.5%,-9.8,i,-14.1%,0.1%,8.0%,6.5%,0.9%
CC1CCCN(S(=O)(=O)c2ccc(S(=O)(=O)N3CCC4(CC3)OCCO4)cc2)C1 (stereo unspecified),0.0%,-0.8%,1.5,i,-7.3%,7.1%,-6.2%,-81.7%[inhibitor],-3.3%
CCOC(=O)Cc1csc(SCc2nc3sc4c(c3c(=O)[nH]2)CCC4)n1,0.5%,-0.9%,-6.8,i,2.8%,-10.0%,-16.6%,6.1%,-15.6%
Cc1ccsc1C(=O)N1CCc2ccccc2C1,-4.4%,0.3%,9.8,i,-16.7%,-1.1%,3.4%,-37.2%,0.5%
COC(=O)c1c(N2C(=O)Nc3ccccc3N2O)sc(C)c1C,1.7%,-0.3%,46.4,i,-1.1%,0.0%,2.6%,-9.8%,-16.6%
COc1ccc(/C=N/NC(=O)c2nnn(-c3nonc3N)c2-c2cccc(OC)c2)cc1,14.2%,-0.9%,-5.0,i,-3.3%,2.2%,-6.5%,0.7%,8.3%
O=C(c1cc(-c2ccc(Br)cc2)n[nH]1)N1CCN(S(=O)(=O)c2ccc(Br)s2)CC1,-5.9%,5.5%,/,/,-37.2%,8.0%,-29.3%,/,/
CC(C)(O)C#Cc1ccc(N2C(c3ccsc3)=Cc3ccc(F)cc3C2c2c[nH]c3ccc(C#N)cc23)cc1 (stereo unspecified),/,0.5%,-17.5,?,/,/,/,/,0.0%
Cc1ccc(NC(=O)Cn2cc3c(n2)CCCC3)c(Cl)c1,-13.1%,0.5%,/,i,-2.4%,5.8%,12.5%,/,13.4%
Cc1ccc(NC(=O)C2CCCN(C(=O)c3ccc(Cl)cc3)C2)cc1 (stereo unspecified),-22.9%,-0.2%,-18.6,i,-15.0%,-8.2%,-15.1%,2.1%,-5.3%
COc1ccc(-c2nn(-c3ccccc3)cc2/C=N/NC(=O)c2cccc(S(=O)(=O)Nc3ccccc3OC)c2)cc1,2.3%,4.1%,i,i,-2.2%,0.6%,5.7%,19.6%,31.8%[activator]
N#Cc1cc(N)ccc1Sc1ccc(Cl)cc1,-0.9%,-0.2%,-0.7,i,-23.4%,-2.4%,/,?,1.3%
CC(=O)Nc1nc(-c2ccc(Cl)cc2)ns1,-20.1%,6.1%,0.0,i,-2.9%,8.8%,9.4%,?,4.2%
SMILES,TGFb inhibitor,Nrf2 activator,IL-1B inflam inh,ATXN viability,HepG2 tox,A549 tox,Nrf2 block,MCF10A rerep,ATXN2 expr inh
O=C(COC(=O)c1ccc[nH]c1=O)Nc1ccc(S(=O)(=O)N2CCCC2)cc1,1.3%,0.0%,0.0,i,-0.3%,-24.7%,0.0%,-0.5%,/
CC(=O)c1c(C)[nH]c(C(=O)N2CCN(c3ccccn3)CC2)c1C,10.1%,-0.3%,61.8,i,6.1%,-3.6%,-28.8%,-0.5%,0.9%
O=C1c2ccccc2NC(c2ccc3c(c2)OCO3)N1O (stereo unspecified),-9.8%,6.0%,10.8,i,-6.3%,-6.9%,6.4%,-4.3%,-3.1%
Cc1ccc(OCC(=O)NCCNC(=O)c2ccc(C)nc2)cc1,-9.8%,-0.9%,-1.1,i,12.2%,1.4%,?,?,-22.6%
COCCn1c(SCC(=O)Nc2ncc(Cl)c(C)c2Cl)nc2ccccc21,0.0%,0.3%,-16.6,i,-15.1%,0.0%,7.9%,6.0%,25.7%
CC1CCN(c2ccc(NC(=O)c3cccnc3Cl)cc2)CC1,-13.7%,4.3%,-12.6,i,-19.1%,-8.3%,-10.3%,-3.3%,/
CCNC(=O)COc1ccc(F)cc1C(=O)c1cnn(-c2ccccc2)c1,-2.4%,3.1%,?,i,-15.1%,0.2%,-22.8%,4.1%,8.8%
O=C(Nc1nc2cc3c(cc2s1)OCO3)c1cccc(N2C(=O)CCC2=O)c1,10.5%,0.1%,13.7,i,-4.9%,0.3%,1.8%,15.3%,-14.5%
COc1ccc(COc2cc(-c3cccc(OC)c3)nc3ccc(NC(=O)c4ccccc4)cc23)cc1,-3.3%,-0.9%,47.8,?,-0.9%,2.2%,-9.2%,4.61µM*,-10.9%
CCOC(=O)N1CCN(C(=O)c2ccc3nc(N4CCC(C)CC4)sc3c2)CC1,9.7%,4.0%,?,i,7.8%,-6.0%,?,-8.5%,12.4%
CC(=O)NC1c2ccccc2C(=O)N1Cc1ccccc1 (stereo unspecified),0.3%,-0.5%,-11.0,i,-8.2%,1.8%,-3.3%,-5.0%,/
CCOc1ccc(Cc2n[nH]c(=S)n2N)cc1,-6.7%,0.3%,9.5,i,25.0%,1.9%,-6.6%,-3.9%,-6.1%
Cc1cc(C)c2c(CC(=O)N3CCN(c4cccc(Cl)c4)CC3)coc2c1,?,4.0%,/,i,2.3%,0.1%,-3.0%,/,-19.4%
COc1c2ccoc2c(OC)c2oc(=O)ccc12,-2.8%,-0.1%,-17.4,i,2.4%,-4.9%,?,-7.7%,1.0%
COc1cc(S(=O)(=O)N2CCOCC2)c(OC)c(S(=O)(=O)N2CCOCC2)c1,2.2%,-0.5%,19.2,i,1.1%,7.8%,-14.8%,-4.5%,0.9%
COc1ccccc1/C=C/C=N/n1c(-c2ccc(C)cc2)n[nH]c1=S,-1.2%,1.8%,32.9,i,-7.2%,-2.5%,-7.9%,?,8.5%

# In the list so far, these have an NH in an aromatic ring.
SMILES,TGFb inhibitor,Nrf2 activator,IL-1B inflam inh,ATXN viability,HepG2 tox,A549 tox,Nrf2 block,MCF10A rerep,ATXN2 expr inh
CCc1c(Nc2ccccc2Cl)nc(N)[nH]c1=O,-2.9%,?,1.6,i,-8.7%,3.5%,?,?,21.8%
CCOC(=O)Cc1csc(SCc2nc3sc4c(c3c(=O)[nH]2)CCC4)n1,0.5%,-0.9%,-6.8,i,2.8%,-10.0%,-16.6%,6.1%,-15.6%
O=C(c1cc(-c2ccc(Br)cc2)n[nH]1)N1CCN(S(=O)(=O)c2ccc(Br)s2)CC1,-5.9%,5.5%,/,/,-37.2%,8.0%,-29.3%,/,/
CC(C)(O)C#Cc1ccc(N2C(c3ccsc3)=Cc3ccc(F)cc3C2c2c[nH]c3ccc(C#N)cc23)cc1 (stereo unspecified),/,0.5%,-17.5,?,/,/,/,/,0.0%
O=C(COC(=O)c1ccc[nH]c1=O)Nc1ccc(S(=O)(=O)N2CCCC2)cc1,1.3%,0.0%,0.0,i,-0.3%,-24.7%,0.0%,-0.5%,/
CC(=O)c1c(C)[nH]c(C(=O)N2CCN(c3ccccn3)CC2)c1C,10.1%,-0.3%,61.8,i,6.1%,-3.6%,-28.8%,-0.5%,0.9%
CCOc1ccc(Cc2n[nH]c(=S)n2N)cc1,-6.7%,0.3%,9.5,i,25.0%,1.9%,-6.6%,-3.9%,-6.1%
COc1ccccc1/C=C/C=N/n1c(-c2ccc(C)cc2)n[nH]c1=S,-1.2%,1.8%,32.9,i,-7.2%,-2.5%,-7.9%,?,8.5%

# Screening results as filed in PubChem BioAssay.
